NPY1 pot ag: potentiators or agonists of human neuropeptide Y receptor Y1; P25929; NPY-Y1 expressing cells, potentiator/agonist activation; activation, % at 3.6 µM; 220,000 tested, 0.37% active; in the data active = activation above about 33%, passing the limit was not always enough;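 note: cells stimulated with NPY at EC10 then isoproterenol at EC100; 0% = low agonist plus stimulus and 100% = saturating agonist plus stimulus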
Target sequence (P25929 whole entry, looked up): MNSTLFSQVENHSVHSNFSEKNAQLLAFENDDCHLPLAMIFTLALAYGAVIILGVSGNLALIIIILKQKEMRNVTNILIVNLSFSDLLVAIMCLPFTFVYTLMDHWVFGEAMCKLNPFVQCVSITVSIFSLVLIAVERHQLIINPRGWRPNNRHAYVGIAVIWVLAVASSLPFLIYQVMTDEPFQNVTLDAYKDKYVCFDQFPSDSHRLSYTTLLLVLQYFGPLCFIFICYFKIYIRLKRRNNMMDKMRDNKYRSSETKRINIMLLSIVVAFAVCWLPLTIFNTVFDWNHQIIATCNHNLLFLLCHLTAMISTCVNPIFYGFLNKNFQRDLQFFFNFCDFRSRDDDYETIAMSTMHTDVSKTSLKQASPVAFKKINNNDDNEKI
14-3-3 Bad inh: disrupts binding of bovine 14-3-3 zeta to phospho-Bad peptide | P63103 | TR-FRET 14-3-3zeta/Dy647-pBad peptide displacement, 1 h | inhibition, % at 21.7 µM | 220,000 tested, 0.71% active;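 active = inhibition above about 70%, limit read from the data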;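 note: 0% = full 14-3-3 plus peptide FRET controls and 100% = background without 14-3-3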
EP2 antag: inhibitors of human EP2 prostaglandin E2 receptor | inhibition, % at 25 µM | C6 glioma cells expressing human EP2, cAMP TR-FRET; cells stimulated with saturating PGE2 | 260,000 tested, 0.52% active | P43116 | AID 1422;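 active = percent inhibition above 40 after rounding to a whole number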;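 note: rat C6 glioma host cells with rolipram phosphodiesterase inhibitor present; the protocol text gives 20 µM as final concentration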
EP2 modulator: modulators of human EP2 prostaglandin E2 receptor; P43116; EP2-expressing cells, cAMP HTRF FRET, PGE2 co-stimulation; induction, % at 25 µM; 260,000 tested, 0.83% active; AID 940;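 active = compounds whose cAMP rise, as percent of the full-agonist control response, exceeds 60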;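 note: rat C6 glioma line stably carrying human EP2 under a CMV promoter; the protocol text gives 20 µM as final concentration; 100% = response of wells given 1 µM PGE2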
NPY-Y1 antag: NPY-Y1 (human) receptor antagonism | AID 1040 | HEK293-CNG Y1 cells, membrane potential fluorescence; NPY at EC95, then isoproterenol | inhibition, % at 3.6 µM | 200,000 tested, 1% active | P25929;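 active = inhibition above the campaign mean inhibition of all tested compounds plus 3 SD, cut at about 20% in these data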;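 note: 0% = DMSO wells given NPY plus isoproterenol and 100% = isoproterenol alone without NPY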
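Assay system: HEK293 cells with Y1 receptor plus CNG channel | Probe or stimulus: NPY (25 nM), isoproterenol (1 µM), Ro 20-1724 (25 µM) | Timing: Compound incubation 1 h at room temperature, readout 45 min post-stimulation | Measured by: Membrane-potential fluorescent dye readout | Benchmarks: High control isoproterenol alone, low control NPY with isoproterenol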
TRPML3 agonist: activates the human TRPML3 channel | Q8TDD5 | HEK293 TRPML3-YFP, Fluo-8 calcium fluorescence; 100% = the carbachol control signal | activation, % at 3 µM | 220,000 tested, 0.29% active;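 active = activation above its plate's cutoff, the mean activation of the plate's test wells plus 3 SD, cut at about 12% in these data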;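 note: 0% = DMSO only wells and 100% = carbachol wells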
Target sequence (Q8TDD5 whole entry, looked up): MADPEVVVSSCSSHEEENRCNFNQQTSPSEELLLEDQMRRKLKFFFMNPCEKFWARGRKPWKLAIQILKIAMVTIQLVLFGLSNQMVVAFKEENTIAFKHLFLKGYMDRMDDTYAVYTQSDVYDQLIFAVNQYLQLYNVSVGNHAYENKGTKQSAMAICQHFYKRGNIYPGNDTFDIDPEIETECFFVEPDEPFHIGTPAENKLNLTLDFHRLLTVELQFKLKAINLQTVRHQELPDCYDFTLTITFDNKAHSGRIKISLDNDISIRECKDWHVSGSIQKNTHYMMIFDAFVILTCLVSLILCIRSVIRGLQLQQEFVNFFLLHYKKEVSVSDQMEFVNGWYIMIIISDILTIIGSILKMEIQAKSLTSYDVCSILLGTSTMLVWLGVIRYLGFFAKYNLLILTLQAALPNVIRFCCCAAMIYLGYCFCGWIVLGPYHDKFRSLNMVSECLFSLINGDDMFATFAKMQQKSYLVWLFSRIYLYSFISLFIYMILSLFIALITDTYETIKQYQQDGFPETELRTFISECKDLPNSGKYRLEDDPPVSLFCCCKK
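Test system: TRPML3-YFP stable HEK293 cells. Doses: single point at 3 µM. Incubation: dye loading 1 h 37 °C then 30 min ambient, 125 s read. Signal: Fluo-8 calcium dye fluorescence, ex 470-495, em 515-575 nm. Measure: percent activation from peak-to-basal fluorescence ratio, scaled between DMSO and carbachol.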
CHOP inhibitor: blocks CHOP induction under ER stress; CHO-K1 CHOP-promoter luciferase, tunicamycin-induced, 15-18 h; inhibition, % at 10 µM; 220,000 tested, 3.8% active;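 active = compounds that reduced the stress-induced luciferase reporter signal by more than about 70% of percent inhibition, limit read from the data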;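 note: 0% = tunicamycin plus vehicle and 100% = wells without tunicamycin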
TRPN1 ag: activates the zebrafish TRPN1 channel; HEK293 zebrafish TRPN1-YFP, Fluo-8 calcium fluorescence; 100% = response to 87 µM carbachol; activation, % at 3 µM; 220,000 tested, 0.18% active;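 active = activation above its plate's cutoff, the mean activation of test wells on that plate plus 3 SD, cut at about 19% in these data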;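 note: 0% = DMSO alone and 100% = 87 µM carbachol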
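Material – zebrafish TRPN1-YFP in HEK293 cells · Doses – 3 µM single point · Schedule – dye 1 h 37 °C plus 30 min RT · Signal – Fluo-8 calcium fluorescence, excitation 470-495 nm, emission 515-575 nm · Read-out – % activation versus carbachol response · Control set – carbachol high, DMSO low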
PPC-1+TRAIL kill: PPC-1 cancer cell killing with TRAIL present; PPC-1 cells + TRAIL, ATPLite viability luminescence; cell killing (% activity), % at 4 µM; 220,000 tested, 0.41% active; AID 1443;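 active = cell killing above 50% in the first pass at 4 µM, then a duplicate retest at 5 µM averaging 50% or more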;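 note: plate controls were cells with TRAIL plus DMSO for no effect and medium-only wells lacking cells for full effect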
Starred values were filed as active, the others as inactive; [ ] = another dose, or the depositor's remark.

Screening CSc1c(C#N)c(N)nc2sc(C(=O)c3ccc(Cl)c(Cl)c3)c(N)c12 returned NPY1 pot ag 10, 14-3-3 Bad inh 40, EP2 antag 10, EP2 modulator -39, TRPML3 agonist 1.1, CHOP inhibitor -25, TRPN1 ag 2.7 and PPC-1+TRAIL kill 26.
For COc1cc(NC(=O)C2CCCCC2)c(OC)cc1NC(=O)CCC(=O)NCc1ccco1 the results were NPY1 pot ag 14, 14-3-3 Bad inh -1, EP2 antag 7, EP2 modulator -28, NPY-Y1 antag 3, TRPML3 agonist -0.7, CHOP inhibitor 0, TRPN1 ag 0.9 and PPC-1+TRAIL kill 5.
`CC(C)(C)NC(=S)NNC(=O)c1ccncc1` gave NPY1 pot ag -19, 14-3-3 Bad inh -8, EP2 antag 10, EP2 modulator 40, NPY-Y1 antag 4, TRPML3 agonist -0.1, CHOP inhibitor 1, TRPN1 ag 0.5 and PPC-1+TRAIL kill 19.
`O=C(c1ccc(Cl)cc1)N1CCC(O)(CSc2ccc(Cl)cc2)CC1` gave NPY1 pot ag -9, 14-3-3 Bad inh -7, EP2 antag 18, EP2 modulator -35, NPY-Y1 antag 7, TRPML3 agonist 0.4, CHOP inhibitor 72*, TRPN1 ag 3.3 and PPC-1+TRAIL kill 16.
`Cc1ccc(NC(=O)CCSc2nnnn2-c2ccc3c(c2)OCO3)cc1C` gave NPY1 pot ag -32, 14-3-3 Bad inh -3, EP2 antag 11, EP2 modulator -27, NPY-Y1 antag 6, TRPML3 agonist -0.5, CHOP inhibitor 73*, TRPN1 ag -0.9 and PPC-1+TRAIL kill 19.
CCC(OC(=O)c1nsc(Cl)c1Cl)C(=O)NCc1cccs1 (configuration not stated) was read as NPY1 pot ag 0, 14-3-3 Bad inh -7, EP2 antag 6, EP2 modulator 4, NPY-Y1 antag 4, TRPML3 agonist -0.5, CHOP inhibitor 9, TRPN1 ag -0.5 and PPC-1+TRAIL kill 15.
S=C(Nc1ccccc1Cl)NC1CC2CCCC(C1)N2C1CC1 (configuration not stated) was read as NPY1 pot ag 1, 14-3-3 Bad inh -18, EP2 antag 4, EP2 modulator -87, NPY-Y1 antag -3, TRPML3 agonist 0.8, CHOP inhibitor 2, TRPN1 ag 0.6 and PPC-1+TRAIL kill 16.
O=C(O)c1csc(-c2ccc(Cl)cc2)n1 was read as NPY1 pot ag -11, 14-3-3 Bad inh -4, EP2 antag 8, EP2 modulator 21, NPY-Y1 antag 5, TRPML3 agonist 1.0, CHOP inhibitor 24, TRPN1 ag 0.8 and PPC-1+TRAIL kill 14.
For OCCCCNCc1ccc(OCc2ccccc2)cc1 the results were NPY1 pot ag -41, 14-3-3 Bad inh 9, EP2 antag 14, EP2 modulator -11, NPY-Y1 antag 12, TRPML3 agonist 1.1, CHOP inhibitor -15, TRPN1 ag 3.2 and PPC-1+TRAIL kill 24.
For c1ccc(-c2cc(-c3ccccc3)n3ncnc3n2)cc1 the results were NPY1 pot ag -13, 14-3-3 Bad inh 12, EP2 antag 12, EP2 modulator -20, NPY-Y1 antag 9, TRPML3 agonist 0.6, CHOP inhibitor 3, TRPN1 ag -0.4 and PPC-1+TRAIL kill 17.
For CC(C)=Cc1c(O)nc2ccccn2c1=O the results were NPY1 pot ag 7, 14-3-3 Bad inh 6, EP2 antag 8, EP2 modulator -1, NPY-Y1 antag 3, TRPML3 agonist 0.3, CHOP inhibitor -2, TRPN1 ag 0.2 and PPC-1+TRAIL kill 3.
Screening CC(C)OC(=O)CN1CCN(c2ccc(Cl)cc2)CC1 returned NPY1 pot ag -4, 14-3-3 Bad inh -4, EP2 antag 4, EP2 modulator -25, NPY-Y1 antag 6, TRPML3 agonist 2.4, CHOP inhibitor 19, TRPN1 ag 5.0 and PPC-1+TRAIL kill -4.
Screening CCOC(=O)N1CCN(C(=O)CSCc2ccc(Cl)cc2)CC1 returned NPY1 pot ag 15, 14-3-3 Bad inh 0, EP2 antag 18, EP2 modulator -8, NPY-Y1 antag 6, TRPML3 agonist -0.1, CHOP inhibitor 1 and TRPN1 ag 0.6.
For O=C1CN=C(Nc2ccc(Cl)cc2)N1c1ccccc1 the results were NPY1 pot ag 6, 14-3-3 Bad inh 55, EP2 antag 8, EP2 modulator 9, NPY-Y1 antag -3, TRPML3 agonist 0.7, CHOP inhibitor 1, TRPN1 ag 0.1 and PPC-1+TRAIL kill 2.
CC(C)(O)[C@H](O)COc1c2ccoc2cc2oc(=O)ccc12 was read as NPY1 pot ag -1, 14-3-3 Bad inh 14[fluorescence artefact?], EP2 antag 9, EP2 modulator 14, NPY-Y1 antag -1, TRPML3 agonist 0.7, CHOP inhibitor 15, TRPN1 ag -0.7 and PPC-1+TRAIL kill 12.
O=C(c1ccc(S(=O)(=O)N2CCCCC2)cc1)c1nnc(-c2ccc(Cl)cc2)o1 was read as NPY1 pot ag -20, 14-3-3 Bad inh -12[fluorescence artefact?], EP2 antag 10, EP2 modulator 14, NPY-Y1 antag 2, TRPML3 agonist 0.9, CHOP inhibitor 54, TRPN1 ag 0.9 and PPC-1+TRAIL kill 12.
Screening CCn1ncc(CNC(=O)C2(C)CC2(Cl)Cl)c1C (configuration not stated) returned NPY1 pot ag 8, 14-3-3 Bad inh -1[fluorescence artefact?], EP2 antag 6, EP2 modulator 10, NPY-Y1 antag 6, TRPML3 agonist 0.8, CHOP inhibitor -29, TRPN1 ag 0.1 and PPC-1+TRAIL kill 18.
For COC(=O)c1ccc(NC(=O)Cn2nnc(-c3cccs3)n2)cc1 the results were NPY1 pot ag 4, 14-3-3 Bad inh -7, EP2 antag 1, EP2 modulator -11, NPY-Y1 antag 4, TRPML3 agonist 1.0, CHOP inhibitor 23, TRPN1 ag 0.8 and PPC-1+TRAIL kill -6.
`Cc1c(C(=O)Nc2ccc3c4c(cccc24)CC3)cccc1[N+](=O)[O-]` gave NPY1 pot ag 12, 14-3-3 Bad inh -1, EP2 antag 1, EP2 modulator -87, NPY-Y1 antag -4, TRPML3 agonist -0.3, CHOP inhibitor 17, TRPN1 ag -0.6 and PPC-1+TRAIL kill -20.
O=C(O)CCNS(=O)(=O)c1ccc(Oc2ccccc2Cl)cc1 was read as NPY1 pot ag 3, 14-3-3 Bad inh 5, EP2 antag 3, EP2 modulator -12, NPY-Y1 antag 6, TRPML3 agonist 0.7, CHOP inhibitor 50, TRPN1 ag 0.2 and PPC-1+TRAIL kill -21.

Looked up by compound from the list above:
O=C(O)c1csc(-c2ccc(Cl)cc2)n1 was read as NPY1 pot ag -11, 14-3-3 Bad inh -4, EP2 antag 8, EP2 modulator 21, NPY-Y1 antag 5, TRPML3 agonist 1.0, CHOP inhibitor 24, TRPN1 ag 0.8 and PPC-1+TRAIL kill 14.
For COc1cc(NC(=O)C2CCCCC2)c(OC)cc1NC(=O)CCC(=O)NCc1ccco1 the results were NPY1 pot ag 14, 14-3-3 Bad inh -1, EP2 antag 7, EP2 modulator -28, NPY-Y1 antag 3, TRPML3 agonist -0.7, CHOP inhibitor 0, TRPN1 ag 0.9 and PPC-1+TRAIL kill 5.
For CC(C)=Cc1c(O)nc2ccccn2c1=O the results were NPY1 pot ag 7, 14-3-3 Bad inh 6, EP2 antag 8, EP2 modulator -1, NPY-Y1 antag 3, TRPML3 agonist 0.3, CHOP inhibitor -2, TRPN1 ag 0.2 and PPC-1+TRAIL kill 3.
For c1ccc(-c2cc(-c3ccccc3)n3ncnc3n2)cc1 the results were NPY1 pot ag -13, 14-3-3 Bad inh 12, EP2 antag 12, EP2 modulator -20, NPY-Y1 antag 9, TRPML3 agonist 0.6, CHOP inhibitor 3, TRPN1 ag -0.4 and PPC-1+TRAIL kill 17.

Other results follow.
Cc1cc(=O)n(CCO)c(O)c1C#N was read as NPY1 pot ag -11, 14-3-3 Bad inh 5, EP2 antag 11, EP2 modulator 9, NPY-Y1 antag -4, TRPML3 agonist 1.3, CHOP inhibitor 0, TRPN1 ag 2.0 and PPC-1+TRAIL kill 9.
For COc1cc2cc(CN(CCO)C(=O)c3cccs3)c(=O)[nH]c2cc1OC the results were NPY1 pot ag 0, 14-3-3 Bad inh -5, EP2 antag 9, EP2 modulator 20, NPY-Y1 antag 6, TRPML3 agonist 1.4, CHOP inhibitor -23, TRPN1 ag -0.5 and PPC-1+TRAIL kill 20.
`COC(=O)C1OC2(OC1C(=O)OC)c1ccccc1-c1ccccc12` (configuration not stated) gave NPY1 pot ag 9, 14-3-3 Bad inh 2, EP2 antag 4, EP2 modulator -12, NPY-Y1 antag 7, TRPML3 agonist 0.5, CHOP inhibitor 8, TRPN1 ag 0.2 and PPC-1+TRAIL kill -7.
COc1ccc(CC(=O)Nc2nn(C)c3nc4c(C)cccc4cc23)cc1 was read as NPY1 pot ag -21, 14-3-3 Bad inh 1, EP2 antag 48*, EP2 modulator -22, TRPML3 agonist 0.7, CHOP inhibitor 81*, TRPN1 ag 1.6 and PPC-1+TRAIL kill 0.
For Cc1c(C(=O)N2CCN(c3ccccc3F)CC2)sc2nc(-c3ccccc3)cn12 the results were NPY1 pot ag 11, 14-3-3 Bad inh 3[fluorescence artefact?], EP2 antag 4, EP2 modulator -54, NPY-Y1 antag -8, TRPML3 agonist 1.1, CHOP inhibitor 25, TRPN1 ag 0.2 and PPC-1+TRAIL kill -4.
`Cc1cc(=O)oc(C)c1C(=O)Nc1ccc(Cl)cn1` gave NPY1 pot ag 14, 14-3-3 Bad inh -9, EP2 antag 12, EP2 modulator 2, NPY-Y1 antag 0, TRPML3 agonist -0.3, CHOP inhibitor 0, TRPN1 ag -0.2 and PPC-1+TRAIL kill -3.
CCOc1ccccc1N1C(=O)c2cccnc2C1=O was read as NPY1 pot ag 0, 14-3-3 Bad inh 1[fluorescence artefact?], EP2 antag 12, EP2 modulator 32, NPY-Y1 antag 0, TRPML3 agonist 0.3, CHOP inhibitor -5, TRPN1 ag 0.5 and PPC-1+TRAIL kill 13.
`O=C(c1ccccc1SCc1ccccc1)N1CCOCC1` gave NPY1 pot ag -16, 14-3-3 Bad inh -2, EP2 antag 6, EP2 modulator 13, NPY-Y1 antag 2, TRPML3 agonist 0.3, CHOP inhibitor 6, TRPN1 ag 0.2 and PPC-1+TRAIL kill 12.

Screening data: PubChem BioAssay, several laboratories

Some of the compounds tested. The share of hits here may be higher or lower than overall.
